Assay outcomes (PubChem BioAssay)
MT stabilizer: microtubule stabilizers in HeLa cells, primary screen, imaging, high-content imaging | % tubulin-high responders, % at 10 µM | HeLa tubulin immunostaining HCS, 24 h; share of cells brighter than vehicle mean+2SD | AID 2205, 2009 | actives 0.83% (n = 200,000);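 active = plate Z-score above 3 for both tubulin-high and condensed-nucleus cell shares, with cell loss under 80%, at 10 µM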;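 also: anti alpha tubulin signal scored within the nucleus-defined area of each cell; some results filed as inactive read as strong as hits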
WT yeast gro inh: growth inhibition of WT strain, primary screen, mitochondrial fusion inhibitor project, WT and mutant strains, chemical genetic; AID 1362, 2008; actives 2.1% (n = 190,000); inhibition, % at 10 µM; mitochondrial fusion phenotypic screen; in the data active = inhibition above about 58%; tested in S. cerevisiae
Yfh1-off respiration: enhancers of respiration in Yfh1-depleted yeast, dose response, Friedreich's ataxia, plus single-dose screen (AID 1465) | fold induction at 50 µM; hits with a dose series show EC50 in µM | S. cerevisiae Yfh1-off respiration, WST-1 reduction, 72 h; higher fold induction means a stronger effect | actives 0.074% (n = 220,000);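 active = fold induction of absorbance versus untreated yeast above a set limit, then at least 30% activation at any dose in follow-up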;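 also: activators that raise dye reduction in frataxin-depleted yeast; strong numbers were not always called active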
HIV peptide binding: inhibitors of HIV fusion peptide binding, primary screen, biochemical, uHTS, fluorescence dequenching (AID 1986); cell-free peptide binding, fluorescence dequenching, 30 min; higher % means a stronger effect; inhibition, % at 20 µM, or IC50 in µM where a hit was titrated; actives 0.3% (n = 290,000); in the data active = inhibition mostly above about 52%, no sharp cut-off; inactive = mostly below about 76%; also: some results filed as inactive read as strong as hits
AID2073: inhibitors of Mint1-CaV2.2 protein interaction, biochemical, HTRF (AID 2073); Voltage-dependent N-type calcium channel subunit alpha-1B (Homo sapiens); HTRF protein-protein interaction, Mint1-CaV2.2; higher % means a stronger effect; one-dose inhibition, % at 20 µM; IC50 in µM for titrated hits; actives 0.19% (n = 290,000); in the data active = inhibition mostly above about 51%, no sharp cut-off; also: some results filed as inactive read as strong as hits
bCat nuc transl: modulators of beta-catenin nuclear translocation, primary screen, imaging, HeLa cells, immunofluorescence, high-content | nuclear translocation activity, % at 5 µM | actives 0.3% (n = 190,000);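 active = nuclear translocation activity above 50% at 5 µM, with a well cell count of 50 or more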;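 also: per-cell ratio of nuclear to cytoplasmic median beta-catenin stain intensity; plate controls were DMSO negative control for no effect and GSK-3 inhibitor IX positive control for full effect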
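Read-out: Nuclear/cytoplasmic beta-catenin signal ratio, % activation | Assay system: Human HeLa cell line | Times: 24 h compound exposure at 37°C, 5% CO2 | Signal: Fluorescence imaging of beta-catenin antibody stain plus DAPI | Dosing: 5 µM primary, 0.02–20 µM confirmation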
Dynein transport: inhibitors of GR-EGFP nuclear translocation, primary screen, dynein cargo transport inhibitor project, imaging, high-content, 3617.4 mouse cells | test concentration mostly 20 µM; stimulated with dexamethasone, 1 µM; hits give low values | actives 0.47% (n = 220,000) | z-score, hits read low;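 active = plate z-score of nuclear minus cytoplasmic receptor signal below a set negative limit, without overly bright fluorescence or cell loss, cut at about -3.5 in these data, passing the limit was not always enough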;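 also: z-score of nuclear minus cytoplasmic ring GR-EGFP intensity difference per well; some compounds called inactive have numbers as strong as hits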
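Buffer or medium: Induction medium lacking tetracycline, stripped serum | Also added: Dexamethasone agonist, 1.0 µM final, for 30 min | Timing: 48 h induction, 1 h compound, 30 min dex at 37 °C | Detection: Formaldehyde fixation, Hoechst nuclear stain, 10x automated fluorescence imaging | Measure: Nuclear versus cytoplasmic GR-EGFP signal, averaged per well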
Ins promoter up: insulin promoter activators in MIN6 cells, imaging, high-content screening, mouse beta cells; MIN6 insulin promoter-GFP reporter; hits give high values; z-score at 5 µM; actives 0.3% (n = 190,000); AID 1625, 2009;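 active = z-score above 3 at 5 µM with at least 500 cells counted in the well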
Autophagy HCS: autophagy modulators in MEF cells, primary screen, imaging, high-content, MEF GFP-LC3 | MEF GFP-LC3 puncta imaging; test concentration mostly 10 µM | calls only at 10 µM (by protocol) | actives 0.98% (n = 190,000) | AID 463193, 2010;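 active = percentage of spot-positive cells more than 3 SD above its plate mean, without a fluorescence outlier flag or 80% toxicity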;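 also: spot-positive cell cutoff set from DMSO-treated cells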
WT yeast gro inh mutant strain: also measured in WT yeast gro inh; calls as there; inhibition, %; mitochondrial fusion phenotypic screen, mutant strain inhibition
Dynein transport cytoplasmic EGFP: also measured in Dynein transport; calls as there; z-score; measured here: cytoplasmic GR-EGFP intensity; hits give high values
Dynein transport nuclear GR-EGFP: also measured in Dynein transport; calls as there; z-score; measured here: nuclear GR-EGFP intensity;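 lower value marks the stronger effect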
Dynein transport cell count: recorded beside Dynein transport, whose call it bears; z-score; measured here: cell count per field
Ins promoter up cell count: further read-out of Ins promoter up, marked with its call; cell count; measured here: cytotoxicity, nuclei count;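 total cells summed across four imaged fields per well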
bCat nuc transl cell count 5 µM: also measured in bCat nuc transl; calls as there; cell count; measured here: cell count, cytotoxicity flag
MT stabilizer Hoechst-high %: further read-out of MT stabilizer, marked with its call; % Hoechst-high responders; measured here: nuclear condensation Hoechst responders;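 share of cells brighter than vehicle mean plus two SD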
MT stabilizer cytotoxicity %: second read-out of MT stabilizer, no call of its own (marks repeat the call); toxicity, %; measured here: cytotoxicity by cell density;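 0% = mean cell density of plate MIN control wells and 100% = no cells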
Autophagy HCS cell loss 18 h: recorded beside Autophagy HCS, whose call it bears; toxicity, %; measured here: cell loss, nuclei count;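 cell loss after 18 h compound exposure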
* = called active by the depositor.

Screening COc1ccc(-c2cc(C(=O)N(C)Cc3ccccc3)no2)cc1OC returned MT stabilizer 3.2, WT yeast gro inh 2, Yfh1-off respiration inactive, HIV peptide binding -1.5%, AID2073 2%, bCat nuc transl -3.5, Dynein transport 0.15, Ins promoter up -0.14, Autophagy HCS inactive, WT yeast gro inh mutant strain 35, Dynein transport cytoplasmic EGFP -0.22, Dynein transport nuclear GR-EGFP 0.24, Dynein transport cell count 0.13, Ins promoter up cell count 1303, bCat nuc transl cell count 5 µM 1005, MT stabilizer Hoechst-high % 1.8, MT stabilizer cytotoxicity % 5.5 and Autophagy HCS cell loss 18 h 14.
Screening COc1ccc(CN(C(C)=O)c2ccccc2C(=O)O)cc1 returned Yfh1-off respiration inactive, HIV peptide binding 0.0%, AID2073 5%, bCat nuc transl -1.1, Dynein transport 1.2, Ins promoter up 0.45, Dynein transport cytoplasmic EGFP -0.26, Dynein transport nuclear GR-EGFP 0.44, Dynein transport cell count 0.16, Ins promoter up cell count 1127 and bCat nuc transl cell count 5 µM 1347.
`Cc1ccc(NC(=O)C2COc3ccccc3O2)nc1` (stereo not drawn) gave MT stabilizer 3.1, WT yeast gro inh -13, Yfh1-off respiration inactive, HIV peptide binding -1.7%, AID2073 4%, Dynein transport -0.8, Ins promoter up -0.71, Autophagy HCS inactive, WT yeast gro inh mutant strain -5, Dynein transport cytoplasmic EGFP -0.25, Dynein transport nuclear GR-EGFP -0.2, Dynein transport cell count 0.064, Ins promoter up cell count 879, MT stabilizer Hoechst-high % 1.7, MT stabilizer cytotoxicity % 7.6 and Autophagy HCS cell loss 18 h -1.
Screening Cc1[nH]c2ccc(C(=O)O)cc2c1C returned MT stabilizer 2.5, WT yeast gro inh -2, Yfh1-off respiration inactive, HIV peptide binding -0.5%, AID2073 0%, Dynein transport 1.9, Autophagy HCS inactive, WT yeast gro inh mutant strain -3, Dynein transport cytoplasmic EGFP -0.35, Dynein transport nuclear GR-EGFP 0.44, Dynein transport cell count -0.55, MT stabilizer Hoechst-high % 0.8, MT stabilizer cytotoxicity % 22 and Autophagy HCS cell loss 18 h 6.
CCn1c(Cn2nnc(-c3ccccc3)n2)nnc1SCC(=O)Nc1cccc(C)c1C was read as MT stabilizer 8.2, WT yeast gro inh -11, Yfh1-off respiration inactive, HIV peptide binding 4.0%, AID2073 -1%, bCat nuc transl -2.7, Dynein transport 1.2, Ins promoter up -0.76, Autophagy HCS inactive, WT yeast gro inh mutant strain 10, Dynein transport cytoplasmic EGFP -0.25, Dynein transport nuclear GR-EGFP 0.66, Dynein transport cell count -0.3, Ins promoter up cell count 1227, bCat nuc transl cell count 5 µM 889, MT stabilizer Hoechst-high % 2.4, MT stabilizer cytotoxicity % 10 and Autophagy HCS cell loss 18 h 15.
For COc1ccc(Cn2nnnc2CN(Cc2cc3cc(C)ccc3[nH]c2=O)C2CCCC2)cc1 the results were MT stabilizer 2.0, WT yeast gro inh -16, Yfh1-off respiration inactive, HIV peptide binding 2.5%, AID2073 -1%, Dynein transport -0.19, Autophagy HCS inactive, WT yeast gro inh mutant strain -25, Dynein transport cytoplasmic EGFP -0.21, Dynein transport nuclear GR-EGFP 0.13, Dynein transport cell count -0.97, MT stabilizer Hoechst-high % 1.3, MT stabilizer cytotoxicity % 5.4 and Autophagy HCS cell loss 18 h -5.
`COc1ccc(NC(=O)c2ccc(-n3cccn3)c([N+](=O)[O-])c2)cc1` gave MT stabilizer 4.5, WT yeast gro inh 11, Yfh1-off respiration inactive, HIV peptide binding 2.5%, AID2073 1%, bCat nuc transl -0.6, Dynein transport -0.59, Ins promoter up 0.15, Autophagy HCS inactive, WT yeast gro inh mutant strain 1, Dynein transport cytoplasmic EGFP -0.19, Dynein transport nuclear GR-EGFP 0.25, Dynein transport cell count -0.23, Ins promoter up cell count 1515, bCat nuc transl cell count 5 µM 995, MT stabilizer Hoechst-high % 4.0, MT stabilizer cytotoxicity % 5.6 and Autophagy HCS cell loss 18 h 15.
CCOC(=O)C1C(=O)CC(C)(O)C(C(=O)OCC)C1c1cc(Br)ccc1OC (stereo not drawn) was read as MT stabilizer 3.7, WT yeast gro inh -6, Yfh1-off respiration inactive, HIV peptide binding 1.4%, AID2073 2%, bCat nuc transl 0.1, Dynein transport 0.22, Ins promoter up -0.21, Autophagy HCS inactive, WT yeast gro inh mutant strain 12, Dynein transport cytoplasmic EGFP -0.22, Dynein transport nuclear GR-EGFP 0.48, Dynein transport cell count -0.92, Ins promoter up cell count 1387, bCat nuc transl cell count 5 µM 1030, MT stabilizer Hoechst-high % 1.7, MT stabilizer cytotoxicity % 5.7 and Autophagy HCS cell loss 18 h -3.
`CC(=O)N(Cc1ccc(F)cc1)C1=C(NCCc2ccccc2)C(=O)c2ccccc2C1=O` gave MT stabilizer 11, WT yeast gro inh 83*, Yfh1-off respiration inactive, HIV peptide binding -2.5%, AID2073 -6%, Dynein transport 1.2, Ins promoter up -2.2, Autophagy HCS inactive, WT yeast gro inh mutant strain 29*, Dynein transport cytoplasmic EGFP -0.22, Dynein transport nuclear GR-EGFP 0.47, Dynein transport cell count -0.27, Ins promoter up cell count 741, MT stabilizer Hoechst-high % 1.8, MT stabilizer cytotoxicity % 30 and Autophagy HCS cell loss 18 h 16.
Screening CCCCC1=NN(C(=O)c2cccnc2)C(O)(C(F)(F)F)C1 (stereo not drawn) returned Yfh1-off respiration inactive, HIV peptide binding -2.0%, AID2073 -5%, bCat nuc transl -6.4, Dynein transport 0.38, Ins promoter up -0.07, Dynein transport cytoplasmic EGFP -0.25, Dynein transport nuclear GR-EGFP -0.22, Dynein transport cell count 0.29, Ins promoter up cell count 1400 and bCat nuc transl cell count 5 µM 1204.
CN(C)c1nc(SCCOC(=O)Nc2ccccc2)nc(N(C)C)n1 was read as MT stabilizer 5.7, WT yeast gro inh 9, Yfh1-off respiration inactive, HIV peptide binding -1.9%, AID2073 -15%, bCat nuc transl -0.5, Dynein transport 0.0015, Ins promoter up -0.31, Autophagy HCS inactive, WT yeast gro inh mutant strain -11, Dynein transport cytoplasmic EGFP -0.19, Dynein transport nuclear GR-EGFP -0.0037, Dynein transport cell count 0.26, Ins promoter up cell count 1233, bCat nuc transl cell count 5 µM 1264, MT stabilizer Hoechst-high % 2.6, MT stabilizer cytotoxicity % 3.5 and Autophagy HCS cell loss 18 h -9.
Screening CN(C)c1nc(N)nc(-c2cccnc2)n1 returned MT stabilizer 2.8, WT yeast gro inh 17, Yfh1-off respiration inactive, HIV peptide binding -2.1%, AID2073 2%, bCat nuc transl 0.7, Dynein transport -0.093, Ins promoter up 0.5, Autophagy HCS inactive, WT yeast gro inh mutant strain 7, Dynein transport cytoplasmic EGFP -0.21, Dynein transport nuclear GR-EGFP 0.15, Dynein transport cell count 0.72, Ins promoter up cell count 1406, bCat nuc transl cell count 5 µM 1172, MT stabilizer Hoechst-high % 1.2, MT stabilizer cytotoxicity % 6.9 and Autophagy HCS cell loss 18 h -8.
For COCCNC(=O)C(c1cccs1)N(CCc1ccccc1)C(=O)Cn1nnc2ccccc21 (stereo not drawn) the results were MT stabilizer 1.7, WT yeast gro inh -13, Yfh1-off respiration inactive, HIV peptide binding -0.6%, AID2073 -6%, Dynein transport 0.9, Autophagy HCS inactive, WT yeast gro inh mutant strain -12, Dynein transport cytoplasmic EGFP -0.24, Dynein transport nuclear GR-EGFP 0.92, Dynein transport cell count -1.3, MT stabilizer Hoechst-high % 1.5, MT stabilizer cytotoxicity % 5.6 and Autophagy HCS cell loss 18 h -3.
COCCN(CC(=O)NCc1ccc(OC)cc1)C(=O)CCC(=O)Nc1nccs1 was read as MT stabilizer 1.4, WT yeast gro inh 1, Yfh1-off respiration inactive, HIV peptide binding 0.2%, AID2073 10%, bCat nuc transl -7.5, Dynein transport -0.0065, Ins promoter up -0.59, Autophagy HCS inactive, WT yeast gro inh mutant strain 8, Dynein transport cytoplasmic EGFP -0.22, Dynein transport nuclear GR-EGFP -0.04, Dynein transport cell count 0.57, Ins promoter up cell count 1296, bCat nuc transl cell count 5 µM 1000, MT stabilizer Hoechst-high % 1.1, MT stabilizer cytotoxicity % 7.1 and Autophagy HCS cell loss 18 h -11.
`O=C(CSc1nnnn1C1CCCCC1)N1CCN(C(=O)c2ccco2)CC1` gave MT stabilizer 2.2, WT yeast gro inh -3, Yfh1-off respiration inactive, HIV peptide binding 0.1%, AID2073 5%, bCat nuc transl 0.5, Dynein transport -0.57, Ins promoter up 0.06, Autophagy HCS inactive, WT yeast gro inh mutant strain 8, Dynein transport cytoplasmic EGFP -0.22, Dynein transport nuclear GR-EGFP -0.59, Dynein transport cell count -0.001, Ins promoter up cell count 1384, bCat nuc transl cell count 5 µM 1461, MT stabilizer Hoechst-high % 2.3, MT stabilizer cytotoxicity % 6.5 and Autophagy HCS cell loss 18 h 12.
